Assay outcomes as filed in PubChem.
Epigenetic derep: epigenetic control regulation, reporter derepression; murine LDR cells, GFP reporter derepression, 30 h; Potency, µM (series often up to 53.9 µM), inactives show at the top dose GFP activation, most hits filed as activators; 280,000 compounds, 0.2% hits; AID 1865; note: % of control where 0% means no effect; nearly all actives have a fitted effect of over 60% in size
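Murine LDR cells carrying a silenced, genomically integrated CMV-driven GFP reporter were exposed to compound for 30 hours at 37 C. After PBS washes, GFP-positive cells (20–120 um objects) were counted by laser-scanning microplate cytometry.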
NPSR antag: antagonists of human neuropeptide S receptor cAMP signaling; 220,000 compounds, 1% hits; Q6W5P4; Potency, µM (doses to about 38.3 µM), inactives show at the highest dose activity change, negative = inhibition, usual class: inhibitors; AID 1461; CHO-NPSR cells, cAMP TR-FRET, antagonist mode; note: % is set by controls: 0 for no effect and ±100 for the full control effect; nearly all actives have a fitted effect of over 50% in size; many of its hits are not listed in these tables
Target sequence (Q6W5P4 whole entry, looked up): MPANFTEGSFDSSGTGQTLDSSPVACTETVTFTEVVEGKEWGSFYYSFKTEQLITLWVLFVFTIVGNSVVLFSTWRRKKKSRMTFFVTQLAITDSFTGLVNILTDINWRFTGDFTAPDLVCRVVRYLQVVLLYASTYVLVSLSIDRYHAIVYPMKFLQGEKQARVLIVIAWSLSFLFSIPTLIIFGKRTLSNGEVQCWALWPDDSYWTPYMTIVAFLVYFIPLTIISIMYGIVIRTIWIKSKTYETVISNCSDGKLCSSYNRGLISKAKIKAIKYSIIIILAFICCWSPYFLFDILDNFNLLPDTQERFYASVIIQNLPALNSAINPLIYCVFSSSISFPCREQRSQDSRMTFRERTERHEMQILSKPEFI
GAA spleen mod: inhibitors or activators of human alpha-glucosidase in spleen homogenate; P10253; human spleen homogenate, 4-MU-alpha-glucoside fluorescence; Potency, µM (doses to about 79.9 µM), for inactives: top-dose activity change, negative = inhibition, hits mostly inhibitors; 240,000 compounds, 0.006% hits; AID 2112;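 note: 0% = enzyme with vehicle and -100% = no enzyme basal signal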
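Human spleen homogenate (1 ug) with 4-methylumbelliferyl-alpha-D-glucopyranoside (1 mM final) in 50 mM citrate/phosphate pH 5.0, 0.01% Tween-20; 40 min at 37 C. Stopped at pH 10; 4-MU fluorescence Ex 365/Em 440 nm; AC50 by Hill fit.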
ALDH1A1 block: inhibitors of human aldehyde dehydrogenase 1A1; P00352; Purified ALDH1A1, NADH fluorescence, propionaldehyde substrate; Potency, µM (titrated, usually from 75.3 µM), for inactives: at the highest dose activity, negative = inhibition, most hits filed as inhibitors; 220,000 compounds, 7.3% hits; AID 1030; active = well fitted inhibition curve with a large enough effect, not every such curve was filed as active; inconclusive = small, poorly fitted or top-dose-only effect, or another doubt; inactive = no such curve, though single readings can be large or run the other way;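 note: plate controls were no enzyme wells and a reference inhibitor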
Target sequence (P00352 whole entry, looked up): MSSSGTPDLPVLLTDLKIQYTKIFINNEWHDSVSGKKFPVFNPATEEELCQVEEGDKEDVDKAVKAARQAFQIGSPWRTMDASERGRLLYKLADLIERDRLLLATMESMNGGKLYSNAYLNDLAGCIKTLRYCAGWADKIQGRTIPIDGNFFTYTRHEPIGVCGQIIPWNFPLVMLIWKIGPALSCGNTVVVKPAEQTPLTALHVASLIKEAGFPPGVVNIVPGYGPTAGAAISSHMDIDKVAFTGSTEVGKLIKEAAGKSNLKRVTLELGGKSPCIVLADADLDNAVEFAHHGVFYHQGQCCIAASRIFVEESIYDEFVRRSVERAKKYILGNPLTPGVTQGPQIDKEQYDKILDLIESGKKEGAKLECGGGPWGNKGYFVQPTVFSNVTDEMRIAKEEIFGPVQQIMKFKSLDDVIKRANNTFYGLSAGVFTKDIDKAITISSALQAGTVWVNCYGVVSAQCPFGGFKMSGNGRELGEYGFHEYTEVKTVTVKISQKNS
Tau fluor counter: counter-screen for tau fibril formation inhibitors; tau K18 P301L Alexa594 fluorescence, heparin fibrillization; Potency, µM (top dose mostly 57.7 µM), without a hit: at the top dose activity change, negative = decrease; 280,000 compounds, 0.93% hits; AID 1463; note: % is set by controls: 0 for no effect and ±100 for the full control effect; nearly all actives have a fitted effect of over 55% in size
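Human tau K18 P301L (15 uM unlabeled, 0.24 uM Alexa 594-labeled) in 100 mM sodium acetate pH 7 with 20 uM heparin, 6 hr at 37 C. ThT 30 uM added, 1 hr ambient; Alexa 594 FP and total fluorescence read at 555/632 nm.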
aGal spleen mod: alpha-galactosidase A (human) modulation; P06280; human spleen homogenate, 4MU-alpha-Gal fluorescence, 40 min; Potency, µM (top dose mostly 80 µM), for the others: at the top dose activity change, negative = inhibition, hits mostly inhibitors; 240,000 compounds, 0.008% hits; AID 2107;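 note: 0% = enzyme with vehicle and -100% = no enzyme basal signal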
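Human spleen homogenate (1 ug) was the enzyme source, with 4-methylumbelliferyl-alpha-D-galactopyranoside (1 mM final) in pH 5.0 citrate buffer with 0.01% Tween-20. Compounds were titrated; after 40 min at 37C, NaOH/glycine stop, 4-MU fluorescence read; AC50 from Hill fits.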
GAA inhib: alpha-glucosidase (human) inhibition; purified human GAA, 4-MU-alpha-glucoside fluorescence; Potency, µM (top dose mostly 76.9 µM), without a hit: at the top dose activity change, negative = inhibition, most hits filed as inhibitors; 200,000 compounds, 0.005% hits; AID 1466;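 note: plate controls were uninhibited enzyme wells for no effect and no-enzyme background for full effect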
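Compounds are titrated up to 77 uM against 4 nM human enzyme. Substrate 4-methylumbelliferyl-alpha-D-pyranoside (400 uM) reacts 20 min at room temperature in pH 5.0 buffer; liberated 4-methylumbelliferone is read at 440 nm.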
GAA glycogen: alters human alpha-glucosidase cleavage of glycogen | P10253 | Potency, µM (top dose mostly 76.4 µM), inactives show top-dose activity change, negative = inhibition, actives largely listed as inhibitors | recombinant GAA, glycogen substrate, Amplex Red glucose oxidase fluorescence | AID 2100 | 300,000 compounds, 0.38% hits;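 note: 0% = full enzyme reaction and -100% = no-enzyme basal signal; the screen sought inhibitors and activators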
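Recombinant enzyme (4 nM final) with compounds titrated up to 77 uM and bovine liver glycogen (30 ug) in citrate pH 5.0, 0.01% Tween-20, 37 C 40 min. Released glucose detected by Amplex Red/glucose oxidase (Ex 573/Em 610); AC50 from Hill fits.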
Active calls of the source: *; u = inconclusive; x = no result given; [ ] = another dose, or the depositor's remark. Unless noted, calls come from the whole dose curve; as a rule, active = well fitted curve in the direction sought with a large enough effect; inconclusive = small, poorly fitted or top-dose-only effect, or another doubt; inactive = no such curve, though single readings can be large; an effect the other way counts as inactive or inconclusive. Potency is the fitted concentration of half-maximal effect.

SMILES	Epigenetic derep	NPSR antag	GAA spleen mod	ALDH1A1 block	Tau fluor counter	aGal spleen mod	GAA inhib	GAA glycogen
NC(C(=O)O)(c1ccc(P(=O)(O)O)cc1)C1CC1 (stereo unspecified)	1.9%	x	1.6%	7.0%	-3.3%	-0.4%	x	x
O=[N+]([O-])c1cccc(-c2nc(-c3ccncc3)no2)c1	0.6%	-7.5%[46.1 µM]	-7.2%	-3.5%	-17.9%	-11.8%	x	6.7%
NC(=O)Cc1c[nH]c2cccc(O)c12	-5.3%	u	4.0%	6.4%	-13.3%	-1.8%	1.5%	10µM*
COc1ccc(C(=O)NCCn2ccc3ccccc32)c(OC)c1	0.0%	-11.5%[46.1 µM]	2.2%	10µM*	-13.4%	0.3%	-8.4%	-4.0%
Cc1cc(C)n(CC(C)Nc2nc3nonc3nc2N2CCCCC2)n1 (stereo unspecified)	0.0%	3.4%	-7.6%	0.7%	-14.8%	-0.5%	2.7%	-4.2%
Cc1cc(C)c2nc(Cl)c(CN(Cc3ccco3)C(=O)Nc3ccccc3C)cc2c1	0.0%	7.0%[46.1 µM]	-1.5%	u	-2.7%	-4.7%	-2.3%	-8.0%
COc1cc(Cl)c(S(=O)(=O)N2CCN(Cc3ccc4c(c3)OCO4)CC2)cc1Cl	-1.0%	-4.8%	-4.0%	13.7%	-29.8%	3.3%	-11.2%	-12.2%
Cc1ccc(/C=N/NC(=O)CN(Cc2ccccc2)S(=O)(=O)c2ccc3c(c2)OCCO3)cc1	1.5%	-33.1%	-11.4%	-6.3%	-27.5%	3.8%	-0.5%	5.4%
CCN1C(=O)N[C@@H](c2ccccc2)[C@H](C(=O)OC)[C@H]1C	x	x	0.5%[17.4 µM]	13.4%[13.5 µM]	-11.7%[11.6 µM]	3.8%[17.5 µM]	x	x
Cc1c(NC(=O)/C(C#N)=C/c2ccc(-c3ccc(Cl)c(Cl)c3)o2)c(=O)n(-c2ccccc2)n1C	-1.0%	-4.9%	-6.9%	-1.0%	-16.6%	-3.9%	-3.5%	-7.3%
CC(C)(C)C(=O)Nc1nnc(SCc2ccc(F)cc2)s1	-0.2%	-15.7%[46.1 µM]	3.3%	0.3%	-19.6%	3.7%	8.3%	3.0%
Cc1nn(C)c(C)c1S(=O)(=O)N1CCC(C(=O)NCCC2=CCCCC2)CC1	-2.7%	-9.9%[46.1 µM]	-10.5%	-9.3%	-4.7%	1.0%	-10.8%	-17.7%
CCOc1ccccc1NC(=S)Nc1ncccc1C	-0.9%	-29.6%[46.1 µM]	-10.2%	u	-15.9%	-13.1%	5.4%	-18.6%
O=C(c1sc2ccccc2c1Cl)N1CCN(c2ccc(F)cc2)CC1	-3.3%	-29.6%[46.1 µM]	-7.2%	u	-26.3%	-13.6%	-2.5%	-0.9%
NC(=S)N/N=C\c1ccccc1OCc1ccccc1	-0.6%	-20.3%	-2.2%	u	-10.9%	2.2%	-1.7%	u
C/C(=C\CO)CCO	-1.1%	x	-0.4%	1.3%	2.8%	-8.8%	x	x
CNC(=O)CC1C(=O)N(C)C(=S)N1NC(=O)c1ccc(Cl)cc1 (stereo unspecified)	-1.0%	-3.1%[46.1 µM]	-5.4%	-2.0%	-4.3%	3.0%	-8.2%	-7.1%
C/C(=N/NS(=O)(=O)c1ccc(Cl)cc1)c1cccc(O)c1	-1.0%	-3.8%[46.1 µM]	2.3%	1.3%	-0.9%	13.7%	-5.9%	-9.0%
CCc1cc2c(SCC(=O)c3ccc(C)cc3)ncnc2s1	0.0%	-12.3%[46.1 µM]	5.6%	-1.1%	-6.2%	-2.4%	3.3%	3.1%
CCOC(=O)c1c(NC(=O)CN2CCCc3ccccc32)sc(C)c1C	0.0%	-47.9%	-7.1%	u	-20.0%	-9.8%	2.9%	8.0%
Cc1nc(CNS(=O)(=O)c2cc(F)ccc2F)cs1	-1.0%	12.4%	-2.0%	11.2%	-2.8%	-1.2%	-2.2%	1.8%
COC(=O)C1(Cc2ccccc2)NC(c2ccccc2C)C2C(=O)N(c3ccc4c(c3)OCO4)C(=O)C21 (stereo unspecified)	1.2%	-16.3%[46.1 µM]	-11.9%	-3.9%	-13.5%	-6.8%	-4.6%	0.6%
CC(C)(C)C(=O)Nc1ccc(C(=O)NNC(=O)c2ccccc2)cc1	-1.1%	2.2%	-5.7%	7.4%	-3.0%	-4.4%	10.2%	-2.4%
COc1ccc(OC)c(CN2C(=O)CCC2(C)C(=O)NC2CCCCCC2)c1 (stereo unspecified)	0.0%	-12.7%[46.1 µM]	-1.0%	11.5%	-9.7%	-1.3%	-17.9%	-0.2%
Cc1noc(NS(=O)(=O)c2ccc(N/C=C/C(=O)c3ccccc3)cc2)c1C	-1.0%	-20.7%[46.1 µM]	-11.1%	1.0%	-14.0%	5.5%	u	7.3%
O=[N+]([O-])c1ccc(OC/C=C2\Oc3ccc([N+](=O)[O-])cc3C2N2CCOCC2)cc1 (stereo unspecified)	1.0%	-16.9%[46.1 µM]	-9.4%	25.1µM*	u	-3.1%	-18.0%	-6.7%
Cc1ccc(NC(=O)c2ccc(N3CCOCC3)c([N+](=O)[O-])c2)cc1S(=O)(=O)N1CCOCC1	0.0%	5.3%	1.7%	u	-29.1%	6.7%	-8.8%	-2.1%
CCCCC1=CC2=CC(=O)C(C)(OC(=O)CC)C(=O)C2=CN1Cc1ccco1 (stereo unspecified)	-1.6%	1.1%	-9.1%[17.4 µM]	-1.7%[13.5 µM]	-11.7%[11.6 µM]	-9.2%[17.5 µM]	x	1.0%
COc1ccc(NC(=O)COC(=O)COc2ccc(Br)cc2)cc1	-1.2%	13.4%	x	-8.7%	-15.7%	3.0%	-1.8%	4.4%
O=C1N/C(=N\N=C\c2ccco2)SC1Cc1ccc(F)cc1 (stereo unspecified)	1.6%	0.2%	-6.1%	-15.7%	3.8%	5.1%	3.5%	-6.7%
O=c1c2cn[nH]c2nc(SCc2cc(=O)n3cc(Br)ccc3n2)n1-c1ccc(Br)cc1	-1.3%	-23.3%	2.2%	-3.0%	-5.7%	0.5%	-9.3%	2.9%
Cc1ccc(CNC(=O)C2CCCN(S(=O)(=O)c3c(C)[nH]c(=O)[nH]c3=O)C2)cc1 (stereo unspecified)	8.7%	9.1%	1.3%	0.6%	3.0%	2.5%	-9.6%	-1.1%
O=C1c2ccc(Br)cc2C(=O)N1c1ccc(Cc2ccncc2)cc1	1.7%	u	4.1%	10.6%	-5.3%	0.9%	-6.1%	-5.3%
COc1ccc(OC)c(C2=Nn3c(nnc3-c3cccc(OC(C)C)c3)SC2)c1	-2.9%	u	-5.9%	u	-6.3%	-4.3%	-6.2%	9.8%
COc1ccc(NS(=O)(=O)c2cccc3cccnc23)cc1	1.0%	-14.2%[46.1 µM]	-0.5%	-3.1%	-7.5%	4.4%	3.4%	-7.3%
CN(C)C(=O)c1nnsc1Sc1ccc(Cl)cc1	-4.2%	-1.4%	-2.2%	7.3%	2.6%	-1.1%	-1.0%	0.4%
O=C(COC(=O)c1ccc[nH]c1=O)NC1CCCCCC1	-0.4%	4.4%	5.6%	4.4%	8.0%	1.5%	-1.6%	6.9%
CS(=O)(=O)N(CC(=O)N1CCCC1)c1cc(Cl)c(Cl)cc1Cl	7.3%	3.7%[46.1 µM]	-2.0%	2.3%	-6.5%	-0.9%	0.2%	4.7%
O=c1oc2cc(Br)ccc2n1CSC1=NCCS1	-0.9%	-12.6%[46.1 µM]	-4.4%	u	-1.9%	-18.0%	-2.6%	-4.3%
CCN(c1ccccc1)S(=O)(=O)c1ccc(Cl)c(C(=O)NCC2CCCO2)c1 (stereo unspecified)	-0.2%	-0.8%	7.5%	5.5%	-7.9%	2.5%	1.3%	2.9%

Full records, quoted from the list. Order of values: Epigenetic derep, NPSR antag, GAA spleen mod, ALDH1A1 block, Tau fluor counter, aGal spleen mod, GAA inhib, GAA glycogen
COc1ccc(NS(=O)(=O)c2cccc3cccnc23)cc1 across the screens: 1.0%, -14.2%[46.1 µM], -0.5%, -3.1%, -7.5%, 4.4%, 3.4%, -7.3%
Cc1noc(NS(=O)(=O)c2ccc(N/C=C/C(=O)c3ccccc3)cc2)c1C across the screens: -1.0%, -20.7%[46.1 µM], -11.1%, 1.0%, -14.0%, 5.5%, u, 7.3%
CCN(c1ccccc1)S(=O)(=O)c1ccc(Cl)c(C(=O)NCC2CCCO2)c1 (stereo unspecified) across the screens: -0.2%, -0.8%, 7.5%, 5.5%, -7.9%, 2.5%, 1.3%, 2.9%

(more compounds)
SMILES	Epigenetic derep	NPSR antag	GAA spleen mod	ALDH1A1 block	Tau fluor counter	aGal spleen mod	GAA inhib	GAA glycogen
c1ccc(-c2nnc3n2CCCC3)cc1	-1.2%	-6.8%[46.1 µM]	-2.6%	1.7%	-2.1%	-6.6%	-1.7%	6.4%
Cc1cc(C)cc(NC(=O)CCN2CCCC2)c1	0.9%	-12.7%	-0.5%	-4.8%	-0.1%	0.2%	2.1%	5.8%
Cc1ccn2c(NCc3ccccc3)c(-c3cccs3)nc2c1	1.1%	-49.0%	2.9%	u	u	13.8%	-20.5%	u
CCCn1c2ccccc2c2nnc(SCC(=O)Nc3ncccn3)nc21	3.2%	-19.5%[46.1 µM]	-0.8%	7.08µM*	-22.8%	7.1%	-1.0%	-4.4%
Nc1nnn(CC(=O)N/N=C/c2ccc(Cl)cc2Cl)n1	0.0%	-1.5%	-0.6%	8.3%	-10.2%	1.2%	-11.6%	2.4%
COc1ccc(-c2nn(-c3ccccc3)cc2/C=C/C(=O)OCC(=O)Nc2cccc(C#N)c2)cc1	1.1%	-18.2%	-3.8%	u	-2.5%	-4.5%	2.8%	16.6%
CNC(=O)c1c(NC(=O)c2ccc(N3C(=O)CCC3=O)cc2)sc2c1CCCC2	-0.1%	13.6%	0.4%	u	-19.0%	0.3%	x	2.0%
COc1cccc(NC(=O)C2C3CC4OC(=O)C2C4C3)c1 (stereo unspecified)	0.0%	-0.4%[46.1 µM]	-0.9%	2.6%	8.5%	1.1%	u	-23.3%

Part of the list above, showing only GAA spleen mod, ALDH1A1 block and NPSR antag.
| Molecule | GAA spleen mod | ALDH1A1 block | NPSR antag |
| --- | --- | --- | --- |
| CCCn1c2ccccc2c2nnc(SCC(=O)Nc3ncccn3)nc21 | -0.8% | 7.08µM* | -19.5%[46.1 µM] |
| COc1cccc(NC(=O)C2C3CC4OC(=O)C2C4C3)c1 (stereo unspecified) | -0.9% | 2.6% | -0.4%[46.1 µM] |

The list is partial; the hit share may differ from the screen's.
